PNC assembly inh: perinucleolar compartment assembly inhibition; PC3M PTB-GFP, PNC prevalence imaging, 16 h; active compounds read low; activity change (PNC), negative = inhibition, % at 10 µM; hit rate 3.1% among 140,000; AID 2417;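 active means readout at or below -70, meaning at least 70% loss of cells showing the perinucleolar compartment, a nuclear body marking cancer cells; inconclusive means readout between -30 and a set limit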;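 further: plate controls were DMSO wells for no effect and camptothecin positive control wells for full effect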
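PC3M cells stably expressing PTB-GFP, 750–1000 cells/well, treated 16 h at 37 °C with compound (23 nl of library stock), in duplicate. After paraformaldehyde fixation and Hoechst stain, imaged at 20x; PNC prevalence scored by image analysis.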
ALOX15B inhib: inhibitors of human 15-lipoxygenase 2 (ALOX15B); O15296; purified 15hLO-2, xylenol orange hydroperoxide absorbance; Potency, µM (top dose mostly 57.1 µM), without a hit: at the top dose activity change, negative = inhibition, actives largely listed as inhibitors; hit rate 0.56% among 110,000; further: potency means the concentration at half of the fitted maximal effect; nearly all actives have a fitted effect of over 60% in size; many of its hits are not listed in these tables
Target sequence (O15296 whole entry, looked up): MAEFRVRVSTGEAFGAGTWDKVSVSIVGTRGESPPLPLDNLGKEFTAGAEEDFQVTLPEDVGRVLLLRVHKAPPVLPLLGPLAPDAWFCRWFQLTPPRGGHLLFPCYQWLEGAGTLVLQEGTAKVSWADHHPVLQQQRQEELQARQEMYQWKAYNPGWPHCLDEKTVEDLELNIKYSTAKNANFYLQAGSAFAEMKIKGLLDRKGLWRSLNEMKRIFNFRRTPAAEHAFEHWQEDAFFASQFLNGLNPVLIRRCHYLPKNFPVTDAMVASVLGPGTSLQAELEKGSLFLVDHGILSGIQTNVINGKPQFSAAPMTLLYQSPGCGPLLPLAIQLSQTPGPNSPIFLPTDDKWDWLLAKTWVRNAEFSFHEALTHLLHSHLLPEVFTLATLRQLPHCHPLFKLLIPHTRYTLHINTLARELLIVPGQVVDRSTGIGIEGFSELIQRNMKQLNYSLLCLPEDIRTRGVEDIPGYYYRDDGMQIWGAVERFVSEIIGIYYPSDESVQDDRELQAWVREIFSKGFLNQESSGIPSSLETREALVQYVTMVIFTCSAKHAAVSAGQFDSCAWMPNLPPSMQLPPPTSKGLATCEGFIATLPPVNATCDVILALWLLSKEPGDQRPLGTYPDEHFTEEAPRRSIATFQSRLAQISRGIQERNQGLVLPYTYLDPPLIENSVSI
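Read-out: hydroperoxide product oxidises ferrous iron, measured as xylenol orange complex via the 573-to-405 nm absorbance ratio after 30 min. Reaction: 50 nM enzyme, 15 min compound preincubation, 45 uM arachidonic acid, 90 min RT, Hepes pH 7.5 with Triton X-100.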
IMPase cell inh: membrane-permeable compound that blocks inositol monophosphatase; P97697; CHO-M1 cells, IP1 accumulation, HTRF TR-FRET ratio; inhibition (IP1 accumulation), % at 46.1 µM; 120,000 tested, under 10 active; active means well fitted curve in the direction sought with a large enough effect in the signal ratio, not every such curve was filed as active; inconclusive means small, poorly fitted or top-dose-only effect, or a change in a side signal; inactive means no such curve, though single readings can be large or run the other way; the % refers to the signal ratio;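 further: cells stimulated with carbachol in lithium chloride buffer; plate controls were DMSO basal wells for no effect and reference inhibitor wells for full effect; higher means more IMPase inhibition seen as more IP1 and lower FRET ratio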
Target sequence (P97697 whole entry, looked up): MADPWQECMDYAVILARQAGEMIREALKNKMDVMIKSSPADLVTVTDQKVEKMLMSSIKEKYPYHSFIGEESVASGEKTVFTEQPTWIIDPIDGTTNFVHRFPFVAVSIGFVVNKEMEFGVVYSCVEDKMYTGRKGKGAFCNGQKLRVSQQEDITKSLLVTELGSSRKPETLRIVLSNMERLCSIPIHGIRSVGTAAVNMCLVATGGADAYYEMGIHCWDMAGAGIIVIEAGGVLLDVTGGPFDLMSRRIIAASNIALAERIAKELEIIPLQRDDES
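Cellular IMPase inhibition is scored as a rise in cytosolic IP1, detected by competitive TR-FRET between d2-labelled IP1 and a europium anti-IP1 antibody. M1-expressing CHO cells were stimulated with carbachol for 30 min at 37C, with lithium (50 mM LiCl) present in the buffer.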
ALOX12 inhib: 12-hLO (ALOX12) enzyme inhibition | P18054 | purified 12-hLO, xylenol orange hydroperoxide absorbance | Potency, µM (highest dose often 57.1 µM), without a hit: at the highest dose activity change, negative = inhibition, usual class: inhibitors | hit rate 0.12% among 150,000 | AID 1452; further: potency means the concentration at half of the fitted maximal effect; nearly all actives have a fitted effect of over 55% in size; many of its hits are not listed in these tables
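Hydroperoxide formation by human 12-lipoxygenase from 40 uM arachidonic acid was followed colorimetrically via ferric-xylenol orange complex, using the 573/405 nm absorbance ratio. Enzyme concentration was 150 nM, with 30 min reaction at room temperature.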
Active calls of the source: *; u = inconclusive; x = no result given; & = joins results of further samples; [ ] = dose if it differs, or a comment. Unless noted, the call rests on the fitted dose curve; in most records, active means well fitted curve in the direction sought with a large enough effect; inconclusive means small, poorly fitted or top-dose-only effect, or another doubt; inactive means no such curve, though single readings can be large; an effect the other way counts as inactive or inconclusive. Unless noted, on the % scale 0 is the no-effect control and ±100 the full control effect. Not all compounds are listed; count on the stated rates, not on these rows.

nr	SMILES	PNC assembly inh	ALOX15B inhib	IMPase cell inh	ALOX12 inhib
1	CCC(C)n1c(SCc2ccccc2)nc2ccsc2c1=O (stereo not given)	-12	x	x	-5%
2	CC1(C)Cc2ccccc2-c2nc(NCCO)n(-c3ccccc3)c(=O)c21	u	0%	-15	-1%
3	CCOC(=O)C1CCN(C(=O)CN(c2ccc3c(c2)OCO3)S(C)(=O)=O)CC1	-17	10%	4	-10%
4	CCOc1ccc(C(=O)OCC(=O)Nc2nc(OC)cc(OC)n2)cc1OCC	u	4%	9	-7%
5	CCC1CCCCN1Cc1nc2c(c(=O)n(C)c(=O)n2C)n1CC(C)C (stereo not given)	-95*	4%	10	-1%
6	COc1ccc(-n2nc(C(=O)NCC(=O)N3CCN(C)CC3)c3ccccc3c2=O)cc1OC	-22	-8%	-6	-2%
7	Cn1c(=O)cc(OCC(=O)NCCCN2CCN(c3ccccc3F)CC2)c2ccccc21	10	16%	2	4%
8	CCOC(=O)C1CCCN(C(=O)CN(c2ccc(OC)cc2)S(=O)(=O)c2c(C)noc2C)C1 (stereo not given)	12	3%	3	2%
9	CCc1ccccc1N(CC(=O)N1CCN(c2ccccc2F)CC1)S(C)(=O)=O	40	-8%	8	-2%
10	COc1ccc(C(=O)COC(=O)C2CCCN2C(=O)C23CC4CC(CC(C4)C2)C3)cc1 (stereo not given)	50	x	x	-1%
11	Cc1ccc(-c2nnc3c4ccccc4c(C)nn23)cc1S(=O)(=O)N1CCN(CCO)CC1	13	1%	0	2%
12	Cc1c(-c2ccccc2)nc(N)c(C#N)c1-c1ccco1	-23	u	2	-4%
13	COc1ccccc1OCCCOc1c(C)cc(C)cc1Br	49	x	x	-1%
14	Cc1ccc(OCC(=O)O)c(-n2nc3ccccc3n2)c1	-24	1%	-17	-3%
15	CCCOn1c(OCC(C)C)nc2ccccc2c1=O	24	3%	-3	-9%
16	CC1CCCCN1CCNC(=O)c1ccc2c(=O)n(CCc3ccccc3)c(=O)[nH]c2c1 (stereo not given)	19	20%	10	-3%
17	O=C(CSc1ncnc2nc[nH]c12)N1CCN(c2ccccc2)CC1	7	2%	0	-5%
18	CCOC(=O)N1CCN(C(=O)COc2cccc3c2CCN(Cc2ccccc2C)C3=O)CC1	u	x	x	2%
19	CCOc1ccc(NC(=O)C/C(N)=N/O)cc1	4	-5%	2	0%
20	COc1ccc(OCCOCCN2CCc3ccccc3C2)cc1	u	-1%	4	8%
21	CC(OC(=O)c1cccc(NS(C)(=O)=O)c1)C(=O)Nc1ccc(N2CCOCC2)cc1 (stereo not given)	33	-4%	1	-2%
22	C/C(Cc1ccccc1)=N\NC(=O)c1cccnc1	0	x	x	0%
23	O=C(c1cnc2ccccn2c1=O)N1CCCc2ccccc21	21	1%	2	-2%
24	NC1=C2NC=N[C@@H]2N(C/C=C\c2ccccc2)C=N1	x	2%[11.4 µM]	x	6%[11.4 µM]
25	O=C(NCc1ccccc1)C(c1cccnc1)N(Cc1ccco1)C(=O)c1ccccn1 (stereo not given)	-9	6%	-7	-4%
26	CCOc1ccc2nc(SCC(=O)NC(=O)NCc3ccco3)[nH]c2c1	u	-1%	u	-2%
27	COc1ccc(Br)c2oc(SC)cc(=O)c12	4	4%[11.4 µM]	x	0%[0.204 µM]
28	COc1ccccc1NS(=O)(=O)c1ccc(Cl)c(NC(=O)C(C)N2C(=O)c3ccccc3C2=O)c1 (stereo not given)	29	x	x	17%
29	COc1cc(C(C)=O)ccc1Oc1ncnc2c1cnn2-c1ccc(C)c(C)c1	-16	x	1	0%
30	CC(=O)N1CCc2[nH]c3ccccc3c2C1	-4	-6%	0	-8%
31	CN(C)CCC(c1ccc(Cl)cc1)c1ccccn1 (stereo not given)	u	0%	x	5%&-1%
32	O=C(O)CN(c1ccccn1)S(=O)(=O)c1ccc(Cl)cc1	-9	2%	-5	-1%
33	CCOC(=O)c1c(NC(=O)CC2SC(N)=NC2=O)sc2c1CCC(C)C2 (stereo not given)	45	x	x	-3%
34	O=C(c1cc(C(=O)c2ccco2)cc(C(=O)c2ccco2)c1)c1ccco1	u	x	x	-3%
35	O=C(c1cc(C(F)(F)F)cc(C(F)(F)F)c1)N1CCC2(CCCN(c3ncccn3)C2)CC1	x	13%	x	-7%
36	O=C(CCc1nc2ccccc2c(=O)[nH]1)NC1CCN(Cc2ccccc2)CC1	-27	1%	-2	-2%
37	CCOc1ccc(C2CC(c3ccc(CC)cc3)Nc3nc(N)nn32)cc1 (stereo not given)	43	x	6	2%
38	NC1=NC2CS(=O)(=O)CC2S1 (stereo not given)	55	x	5	4%
39	O=C1C2C3C=CC(C3)C2C(=O)N1c1ccccc1 (stereo not given)	-15	0%	-6	-1%
40	Cc1cc(C)c(-c2c(O)c3cccc4c3n(c2=O)CCC4)c(C)c1	-100*	x	0	4%
41	Cc1cc(=O)n2nc(-c3ccc(C(F)(F)F)cc3)sc2n1	23	-7%	-1	-6%
42	CC(CO)(CO)Nc1ncnc2ccccc12	x	4%[11.4 µM]	x	2%[11.4 µM]
43	Cc1ccc(C(C(=O)NCC2CCCO2)N(Cc2ccccc2F)C(=O)Cn2nnc(-c3cccs3)n2)cc1 (stereo not given)	-19	0%	2	0%
44	FC(F)(F)c1cc(Oc2ccccc2)nc(-c2ccccn2)n1	59	2%	5	1%
45	CSc1nc2[nH]c3c(c2c2ncnn12)CCCC3	5	7%[2.29 µM]	1	-1%
46	O=C(Cn1ncn2cccc2c1=O)N1CCCCC1	-16	-6%	u	-3%
47	COc1nc2ccc(C)cc2cc1-c1noc(-c2ccccc2)n1	10	19%	u	2%
48	CCCC(C)NC(=O)c1ccc(OCc2ccc(Cl)cc2)c(OC)c1 (stereo not given)	-9	x	-3	-2%
49	CCOC(=O)c1c(NC(=O)CSc2nnc(C)s2)sc2c1CCC(C)C2 (stereo not given)	u	x	4	2%
50	CC(=O)c1oc2ccccc2c1N	5	-7%	-1	-6%
51	CCOC(=O)C1=C(C)N=c2s/c(=C\c3ccc(OC(C)=O)cc3)c(=O)n2C1/C=C/c1ccccc1 (stereo not given)	u	x	x	5%
52	CC(Sc1ccc(Cl)cc1)C(=O)Nc1ccc2c(c1)OCO2 (stereo not given)	u	x	x	-8%
53	CCOCCCNC(=O)c1cc2c(-c3ccc(Cl)cc3)nn(C)c2s1	u	12%	8	-1%
54	O=C(NCc1cccnc1)c1ccc2c(=O)n(CCCN3CCCC3=O)c(=S)[nH]c2c1	u	-10%	7	0%
55	CCOCCCNC(=O)CCC(=O)NNc1nc2ccccc2c2nc(-c3ccccc3)nn12	24	x	-11	-1%
56	Cc1ccc(NC(=S)NNC(=O)c2ccc(N3CCOCC3)c([N+](=O)[O-])c2)cc1Cl	0	x	1	u
57	COCCCNC(=O)c1ccc2c(=O)n(CC3CCCO3)c(=S)[nH]c2c1 (stereo not given)	72	-2%	4	4%
58	COc1cc(/C=N/Nc2snc(SC)c2C#N)ccc1O	-13	u	-5	-5%
59	CCc1ccc(NC(=O)C(=O)c2cn(CC(=O)N3CCCCC3)c3ccccc23)cc1	-1	x	-5	2%
60	Cc1cc2c(c(=O)n1C1CC1)C(c1cccc(Cl)c1)C(C#N)=C(N)O2 (stereo not given)	u	2%	1	-5%

Part of the list above in order of length of the SMILES, low to high.
nr	SMILES	PNC assembly inh	ALOX15B inhib	IMPase cell inh	ALOX12 inhib
45	CSc1nc2[nH]c3c(c2c2ncnn12)CCCC3	5	7%[2.29 µM]	1	-1%
44	FC(F)(F)c1cc(Oc2ccccc2)nc(-c2ccccn2)n1	59	2%	5	1%
54	O=C(NCc1cccnc1)c1ccc2c(=O)n(CCCN3CCCC3=O)c(=S)[nH]c2c1	u	-10%	7	0%

The listing continues.
nr	SMILES	PNC assembly inh	ALOX15B inhib	IMPase cell inh	ALOX12 inhib
61	CCOC(=O)c1cc2cc(CC(=O)c3ccc(OCC)cc3O)ccc2o1	23	0%	-2	-23%
62	Cc1ccc(NC(=O)c2sc(Cl)nc2C)c(C)c1	2	x	x	-1%
63	CC(=O)Nc1nonc1-c1nc2ccccc2n1Cc1ccccn1	23	-7%	2	-5%
64	O=C(CCl)N1N=C(c2ccco2)CC1c1cccs1 (stereo not given)	5	x	1	-7%
65	CC(=O)NS(=O)(=O)c1ccc(NC(=O)c2cc(-c3ccc(C)cc3)nc3ccccc23)cc1	u	x	-15	-6%
66	COC(=O)CSc1nnc(-c2cccnc2)n1-c1cc(OC)cc(OC)c1	6	0%	-5	-1%
67	O/N=C1/C2C3C(Br)C4C5CC(C1C53)C24 (stereo not given)	23	x	x	1%
68	O=C(CSc1nccn1-c1ccc(Cl)cc1)Nc1ccc2c(c1)OCO2	-5	20%	11	-10%
69	CCC(=O)N(CCc1ccccc1)Cc1cc2cc3c(cc2[nH]c1=O)OCO3	13	3%	6	2%
70	CC1(C)CC(C(CCN(Cc2ccccc2)C(=O)c2ccco2)c2ccc(F)cc2)CCO1 (stereo not given)	2	x	x	-2%
71	CCOC(=O)c1ccc(-n2c(=S)sc3c(=O)[nH]c(C)nc32)cc1	u	-19%	-6	-2%
72	CCOC(=O)N1CCN(S(=O)(=O)c2ccc(F)c(C(=O)Nc3cc(C)cc(C)c3)c2)CC1	14	7%	-14	-3%
73	O=C(COC(=O)c1n[nH]c2ccccc12)NC(=O)NC1CCCCC1	-127*	-10%	-7	-5%
74	Clc1cc(Cl)cc(Nc2ncn[nH]2)c1	u	20%	-3	-6%
75	O=C1CC(N2CCC(c3nc4ccccc4o3)CC2)C(=O)N1c1ccc(Cl)c(C(F)(F)F)c1 (stereo not given)	14	u	1	-16%
76	C=C(C)Cc1c(C)c(C#N)c2nc3ccccc3n2c1N1CCCCC1	4	-7%	-1	5%
77	COc1ccc(C2CC(=O)c3cnc(N)nc3C2)c(OC)c1 (stereo not given)	1	0%	7	-6%
78	O=C(NCc1ccco1)c1ccc(Cn2c(=O)c3sccc3n(Cc3cccc(F)c3)c2=O)cc1	-3	2%	9	-4%
79	Cc1ccccc1-c1nc(Cc2ccccc2)no1	35	3%	3	0%
80	COc1cccc2c1[C@@H]1CN(CCCCn3c(=O)[nH]c4c(sc5ncc(-c6ccccc6)nc54)c3=O)C[C@H]1CO2	x	45%[activator]	6	9%
81	NS(=O)(=O)c1ccc(Nc2ncccc2[N+](=O)[O-])cc1	1	-12%	-5	-4%
82	CCC(=O)Nc1cccc(NC(=O)c2ccc(C)c([N+](=O)[O-])c2)c1	u	-6%	1	-2%
83	O=C(NN=c1c(=O)c2ccccc2c1=O)c1ccccc1	13	-10%	8	-5%
84	CCOc1c(C(N)=O)c(-c2ccccc2)c2c(=O)[nH]c3ccccc3n12	30	-9%	11	-12%
85	CN(C)c1cc[nH]c(=O)c1C#N	14	3%	6	6%
86	O=C(O)C1C2C=CC(O2)C1C(=O)Nc1ccc(S(=O)(=O)N2CCc3ccccc32)cc1 (stereo not given)	29	u	-18	-13%
87	CC(C)OC(=O)c1cn(-c2ccccc2)nc1-c1ccco1	u	u	1	-9%
88	COC(=O)Cn1c2c(c3cc(C)ccc31)CCCC2	-29	-9%	5	-10%
89	COC(=O)NC1CSCC1OC(=O)CN1C(=O)c2ccccc2C1=O (stereo not given)	-85*	7%	-2	5%
90	c1ccc(SCCSc2ccccc2)cc1	x	2%	x	-1%
91	C[C@@H](O)[C@H]1C(=O)N2C(C(=O)O)=C(S[C@@H]3CN[C@H](C(=O)N(C)C)C3)[C@H](C)[C@H]12	x	-4%[25.6 µM]	1[20.6 µM]	-1%[25.6 µM]
92	O=C(O)c1ccc(CSc2ncn[nH]2)cc1	4	10%[11.4 µM]	-10[1.84 µM]	2%
